NPY Y2 blocker: blocks the human neuropeptide Y Y2 receptor | P49146 | inhibition, % at 2.7 µM | 140,000 tested, 0.99% active | AID 793 | NPY-Y2 expressing cells, antagonist mode; in the data active = inhibition above about 17%;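 note: 0% = vehicle with agonist challenge and 100% = reference antagonist with challenge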
Target sequence (P49146 whole entry, looked up): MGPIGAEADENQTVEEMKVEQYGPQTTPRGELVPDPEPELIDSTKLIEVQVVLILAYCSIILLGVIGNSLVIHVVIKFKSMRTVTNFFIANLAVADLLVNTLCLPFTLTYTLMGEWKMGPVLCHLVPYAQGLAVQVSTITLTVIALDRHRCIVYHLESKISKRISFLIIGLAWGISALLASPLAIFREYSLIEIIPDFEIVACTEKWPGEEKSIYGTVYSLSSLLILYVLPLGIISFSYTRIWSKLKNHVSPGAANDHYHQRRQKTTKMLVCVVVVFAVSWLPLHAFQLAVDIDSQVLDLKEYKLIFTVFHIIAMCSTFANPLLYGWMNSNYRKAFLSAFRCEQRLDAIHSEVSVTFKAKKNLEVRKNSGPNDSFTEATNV
GALR2 blocker: blocks the human galanin receptor 2; O43603; GALR2-expressing cells, antagonist mode; inhibition, % at 4 µM; 140,000 tested, 0.39% active; AID 828; in the data active = inhibition above about 27%;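 note: cells stimulated with galanin 1-16 at roughly its EC80; 0% = agonist challenge control and 100% = basal control without agonist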
Target sequence (O43603 whole entry, looked up): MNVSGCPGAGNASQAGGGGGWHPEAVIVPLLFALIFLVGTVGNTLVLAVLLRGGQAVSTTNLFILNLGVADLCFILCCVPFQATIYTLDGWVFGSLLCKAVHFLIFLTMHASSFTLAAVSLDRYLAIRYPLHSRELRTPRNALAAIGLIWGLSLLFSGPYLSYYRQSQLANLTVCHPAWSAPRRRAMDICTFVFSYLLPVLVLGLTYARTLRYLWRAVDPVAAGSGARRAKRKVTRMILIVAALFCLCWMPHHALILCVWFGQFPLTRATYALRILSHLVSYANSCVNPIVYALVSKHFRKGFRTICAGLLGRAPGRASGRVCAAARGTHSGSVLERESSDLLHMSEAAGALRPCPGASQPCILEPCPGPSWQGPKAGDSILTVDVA
Measles CPE: protection of cells from measles virus. Measles virus-infected cells, CPE protection, absorbance. protection (pct of control), % at 4 µM. 140,000 tested, 1.5% active; in the data active = protection mostly above about 24%, no sharp cut-off; inactive = mostly below about 26%; note: some compounds called inactive have numbers as strong as hits
Phagocytosis inh: macrophage phagocytosis inhibition. J774A.1 macrophage IgG-bead phagocytosis, imaging. inhibition, % at 5 µM. 110,000 tested, 0.07% active. AID 1029;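 active = inhibition above the mean of the plate negative controls plus 5 SD, cut at about 13% in these data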;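 note: phagocytic index as fraction of beads internalized from green versus red external bead signal; plate controls were DMSO negative control for no effect and cytochalasin-D positive control for full effect; some results beyond the cut were filed as inactive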
MRP1 act: activates MRP-1; H69AR cells + doxorubicin, viability rescue, CellTiter-Glo; viability increase, % at 10 µM; 140,000 tested, 0.61% active; AID 799;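 active = viability gain under doxorubicin at or above a set limit, the compound median plus 3 SD, cut at about 4.7% in these data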;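 note: MRP-1 overexpressing cells given doxorubicin 25 µM after compound pretreatment; 18-22 h compound pretreatment then 72 h with doxorubicin before readout; 0% = doxorubicin-only wells and 100% = vehicle-treated cells without doxorubicin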
HCT116 PTEN-null: growth suppressors of cells with PTEN tumor suppressor deletion; 140,000 tested, 1.2% active; AID 827; HCT116 PTEN-null viability, CellTiter-Glo, 60 h; active compounds read low; viability, % at 10 µM;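 active = viability at or below a set limit, 4 SD under the median of all tested compounds, cut at about 3.7% in these data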;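 note: PTEN knockout HCT116 line with beta catenin targeted HCT116 as companion control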
E-sel TNF inh: TNF alpha driven E-selectin expression inhibition. 120,000 tested, 0.71% active. HUVEC TNFa-induced E-selectin immunofluorescence, high content. inhibition, % at 2 µM;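 active = inhibition above the batch mean plus 3 SD, and confirmed as a hit on visual image review, cut at about 43% in these data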;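 note: 0% = TNF-stimulated DMSO wells and 100% = unstimulated control wells; not every result past the cut was called active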
HCT116 bCat-KO: beta-catenin-lacking colon tumor cell growth suppression. 140,000 tested, 1.5% active. viability, % at 10 µM. HCT116 beta-catenin knockout viability, CellTiter-Glo, 60 h; active compounds read low. AID 818;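 active = viability at or under a set limit, the compound median less 4 SD, cut at about 6% in these data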;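 note: 0% = Hyamine 1622 control at 20 µM and 100% = untreated cell control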
BB579 growth dn: chemicals that inhibit yeast BB579 growth in restrictive medium (lifespan-shortening candidates); S. cerevisiae BB579 growth, OD615, 48 h; inhibition, % at 10 µM; 140,000 tested, 0.51% active;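 active = inhibition above a set limit, 3 SD over the mean compound inhibition, cut at about 44% in these data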; note: inactives centre near -24
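test system = yeast BB579 (DeaD) | buffer or medium = restrictive CSMM-D medium | doses = single compound dose of 10 µM, 0.25% DMSO final | times = 4 h preincubation and 48 h exposure at 30 °C | technique = culture absorbance at 615 nm | benchmarks = amphotericin B 10 µg/mL, positive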
Yeast life ext: extends the lifespan of yeast. S. cerevisiae growth with nicotinamide, OD615; deaD strain in restrictive glucose medium. inhibition of the nicotinamide effect, % at 10 µM. 130,000 tested, 0.68% active;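 active = inhibition above a set limit, placed 3 SD over the median of all compounds, cut at about 26% in these data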;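 note: 0% = nicotinamide-treated wells and 100% = cells grown without nicotinamide; some compounds called inactive have numbers as strong as hits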
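Measured by: optical density (absorbance) at 615 nm; System: modified budding yeast, DeaD strain; Medium: restrictive CSMM-D dextrose medium; Timing: 4 h preincubation then 48 h treatment at 30 °C.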
* marks the source's active call; other numbers are inactive results; / = not tested or not shown. Hits appear at their usual frequency (roughly 6.1% active in at least one column).

SMILES	NPY Y2 blocker	GALR2 blocker	Measles CPE	Phagocytosis inh	MRP1 act	HCT116 PTEN-null	E-sel TNF inh	HCT116 bCat-KO	BB579 growth dn	Yeast life ext
CCC(=O)Oc1ccc2c(C)cc(=O)oc2c1C(=O)c1ccccc1	1.8	4.8	6.6	-4.5	-1.7	93.9	/	86.5	-18.5	12.5
COc1ccccc1/C=C/C=N/NC(=O)CCn1nnc2ccccc21	5.6	15.1	9.3	-4.2	0.7	89.5	/	93.3	-26.1	7.6
COCCN1CN(S(=O)(=O)c2ccc(Cl)cc2)c2nc3ccccc3nc21	3.2	-6.1	2.8	-4.1	-2.2	68.9	13.6	72.2	-41.2	12.6
Cc1nccn1-c1cc(C(C)(C)C)nc2c(-c3ccccc3)cnn12	9.8	5.4	5.5	2.4	-1.4	88.9	/	84.3	-60.3	1.2
COc1ccc(OC)c(NC(=O)C2CCN(c3cc(-c4ccccc4)nc4ncnn34)CC2)c1	1.9	19.8	2.0	-0.8	-0.1	78.5	2.6	70.3	-40.6	0.1
Cc1ccc(C(=O)N(CN2CCCC2=O)c2ccc(F)cc2)cc1	2.9	-0.1	5.7	0.8	-1.2	100.7	/	93.4	-24.7	-16.9
CCOC(=O)c1nc2sc3c(c2c(=O)[nH]1)CCCC3	4.8	-3.8	2.9	-1.3	-2.1	95.9	8.8	101.8	-28.4	-13.9
C=CCOc1ccccc1/C=N/O	2.1	10.2	8.8	-1.5	-0.9	106.7	9.3	107.8	-51.2	-14.6
CC(=O)Oc1ccc2ccccc2c1C(NC(=O)Cc1ccccc1)c1ccccc1 (centres undefined)	7.5	6.8	3.2	-0.3	-2.1	61.2	-82.5	66.7	-77.6	4.0
Cc1ccc(-n2ncc3c(NCc4ccccn4)ncnc32)c(C)c1	2.9	1.8	1.4	0.5	-0.2	96.6	-4.3	97.8	-22.1	-14.6
C1=C(CCNc2ncnc3c2[nH]c2ccccc23)CCCC1	12.2	47.9*	1.3	-5.2	-6.0	7.1	/	7.6	-24.1	-2.4
CCOc1cc2nc(-c3ccc(OC)c(OC)c3)nc(NCCCN3CCOCC3)c2cc1OC	5.0	-12.2	2.9	-0.3	-5.8	57.2	3.8	65.4	8.8	0.2
COc1ccccc1/C=C/C=N/NC(=O)c1ccc(=O)n(C)c1	1.2	0.1	12.5	-5.0	-2.3	88.5	/	86.3	-21.2	-3.0
O=C(NC(=S)NCc1cccnc1)c1ccccc1[N+](=O)[O-]	1.0	-6.9	4.2	-3.4	-2.8	82.0	/	89.0	-22.7	5.5
Cc1ccccc1NC(=S)NC(C)CCc1ccccc1 (centres undefined)	5.8	5.3	8.9	0.8	-4.4	62.0	/	60.5	10.8	-2.2
COC(=O)c1ccc(CNC(=O)CSc2nnc(COc3ccccc3)n2C)o1	0.9	2.6	5.6	0.1	-0.7	102.3	-12.2	94.7	-33.9	-2.9
O=C(CC1Sc2ccccc2NC1=O)OCc1cc(=O)oc2cc(O)ccc12 (centres undefined)	4.7	11.4	5.8	-2.2	-1.5	87.7	/	88.4	-50.3	0.7
O=C(c1ccccc1F)N1CCN(c2ncccn2)CC1	4.0	-4.0	20.1	/	-1.1	102.7	41.8	99.7	-21.2	-5.2
CCOC(=O)c1cc(C#N)c(Oc2ccccc2)nc1-c1ccccc1	4.1	-4.3	2.8	1.0	-3.8	69.3	9.8	68.0	-5.7	-1.9
C=CCN1C(=O)S/C(=C\c2ccc(N3CCOCC3)cc2C)C1=O	2.5	10.0	4.7	/	1.1	86.3	2.0	86.0	-24.8	-5.2
Cn1c(Cn2c(=O)sc3ccccc32)nnc1SCC(=O)Nc1ccccc1F	0.1	-20.4	17.3	/	-1.2	99.0	-6.1	99.5	-14.9	-6.6
Cc1cc(Oc2ccccc2)nc(N)n1	0.2	-8.6	6.2	0.8	-0.3	97.3	-4.7	92.4	-16.1	-6.5
COc1ccc(C(=O)/C=C/Nc2cc(C)on2)cc1	5.0	-2.7	3.3	-0.4	1.6	91.1	10.9	95.6	-63.4	-12.1
CCCCCn1c(=O)[nH]c2cc(C(=O)N3CCN(CC)CC3)ccc2c1=O	1.1	-2.1	3.1	-0.3	-2.5	95.2	18.5	90.1	-21.7	32.1
CN1CCN(C(c2cccc(C(F)(F)F)c2)c2nnnn2C(C)(C)C)CC1 (centres undefined)	2.0	-13.7	0.0	0.3	-2.1	81.2	-15.3	91.9	-15.8	-12.9
Cc1ccc(-c2ccc(/C=N/NC(=S)Nc3ccccc3)o2)cc1[N+](=O)[O-]	2.3	-1.1	2.3	/	-2.7	62.2	-6.8	61.5	-43.1	-5.5
N#CC(c1nc2ccccc2nc1N1CCCC1)S(=O)(=O)c1ccccc1 (centres undefined)	0.5	3.1	2.3	/	-4.2	84.1	/	78.3	-25.6	12.6
CN1C(=O)c2cccc3c(Cl)ccc(c23)C1=O	4.7	-2.0	15.8	-0.7	-4.8	89.8	11.9	92.4	60.9*	-8.6
O=C(c1ccccc1)c1ccc(N2CCCC2)cc1	10.3	11.1	5.5	-0.3	-1.4	76.8	/	79.0	-28.0	-19.2
COC(=O)c1ccccc1NC(=O)c1cc2nc(C3CC3)cc(C(F)(F)F)n2n1	1.8	-9.2	6.1	/	-1.3	81.7	-38.6	77.4	-50.9	-10.8
C=CCn1c(Cc2csc(N)n2)nnc1SCC(=O)Nc1ccccc1C(F)(F)F	0.0	-7.7	4.8	/	-0.9	96.4	11.4	96.1	0.2	4.9
CC1C=CCC2C(=O)N(c3ccc(Cl)cc3O)C(=O)C12 (centres undefined)	-0.6	-4.6	24.1	-1.7	-2.6	88.0	/	88.0	-29.3	0.3
O=C(Nc1ccccc1)N(CCCN1CCOCC1)Cc1cccs1	0.7	3.2	21.3	-0.6	-1.8	98.2	0.8	97.9	-7.2	-1.4
COc1cc2[nH]c(=O)n(Cc3ccc(C(=O)NCC4CCCO4)cc3)c(=O)c2cc1OC (centres undefined)	-1.0	-1.5	7.2	-1.6	-2.1	81.4	/	91.8	-30.3	-6.5
Cc1ccccc1NC(=S)NCc1ccco1	-0.9	17.7	9.0	2.1	-3.1	93.4	/	83.1	-34.3	1.6
CCCOc1ccc(Cn2c(=O)oc3ccc(C)cc32)cc1OC	4.5	4.2	10.6	/	0.3	81.3	-23.0	81.4	-37.3	/
Cn1c(=O)c2c(nc(CN3CCc4ccccc4C3)n2Cc2ccccc2F)n(C)c1=O	0.3	0.2	4.0	-0.7	-5.8	44.4	-40.3	43.3	-48.9	19.5
Cc1ccccc1-n1nnnc1SCc1ncc(-c2ccccc2)o1	5.6	-13.8	11.7	-2.7	-0.3	93.7	26.1	102.0	-51.5	-9.7
COc1cc(/C=N/NC(=O)c2sc(N)c(C#N)c2C)cc(Br)c1O	0.7	-11.7	8.6	5.5	-4.0	48.5	22.2	99.1	-9.6	-0.2
c1cnc(SCCOc2ccc3c(c2)CCC3)nc1	-1.4	-19.0	13.4	-1.0	-0.1	91.6	/	91.6	-29.6	-13.6
CC(Sc1ncnc2ccccc12)C(=O)Nc1ccc2c(c1)OCCO2 (centres undefined)	5.6	-4.9	14.4	-5.0	-3.1	67.2	-21.9	82.8	-44.9	-0.8
CN1CCN(NC(=O)c2cccc(F)c2)CC1	0.5	0.2	6.0	/	0.3	101.6	-7.8	89.5	-23.4	-15.0
CC(C)c1nnc(NC(=O)CCC(=O)NCc2ccco2)s1	-1.7	-3.6	19.8	1.1	-3.3	98.0	14.5	92.9	-18.8	-5.2
O=C(CSc1ncnc2c1cnn2-c1ccc(Cl)cc1)NCc1ccc2c(c1)OCO2	-0.1	0.8	3.3	0.5	-4.0	20.6	/	23.8	-4.1	-4.4
O=[N+]([O-])c1ccccc1CNC(Cc1ccccc1)c1ccccc1 (centres undefined)	4.3	-8.6	11.7	0.0	-1.2	73.1	2.5	60.0	-59.1	7.3
COc1ccc(OC)c(-n2c(SCC(=O)NCc3ccco3)nnc2-c2c[nH]c3ccccc23)c1	9.2	-21.1	13.9	0.0	-4.6	68.8	-5.3	79.3	15.9	-8.0
COc1cccc2cc(C(=O)N3CCc4ccccc4C3)c(=O)oc12	0.7	7.6	17.6	-0.6	-0.7	105.4	-13.6	94.2	-56.5	-5.3
COc1cc(S(=O)(=O)NCCc2ccc3c(c2)OCO3)ccc1-n1cnnn1	8.5	-7.6	7.3	-1.0	-2.5	97.6	-12.2	94.7	-38.2	-17.8
COc1ccc(-c2onc(C)c2-c2ccccc2)c(O)c1	2.6	3.6	15.3	0.6	-1.4	51.5	3.0	49.6	-71.9	-8.9
Cc1onc(-c2ccccc2)c1C(=O)N/N=C/c1cccc(O)c1	3.0	-1.6	7.0	-2.2	-0.6	83.5	/	94.0	-18.4	0.9
CCOC(=O)COc1cccc2c(=O)n(CC(=O)N3CCCc4ccccc43)ccc12	-0.7	7.0	10.7	-0.4	-0.6	70.8	6.9	94.1	1.1	-5.2
COc1ccc2[nH]c3ccc(OC)cc3c2c1	-12.7	5.5	3.7	3.9	-1.5	102.9	/	100.6	27.4	-11.5
COc1ccc(CCNC(=O)c2cc(-c3cc(C)ccc3O)n[nH]2)cc1OC	6.9	2.1	10.3	-1.0	0.5	114.3	3.2	102.5	-84.1	-4.8
O=C1c2ccccc2C(Nc2ccc(S(=O)(=O)N3CCOCC3)cc2)N1Cc1ccco1 (centres undefined)	-3.9	-5.3	8.4	/	-3.0	104.7	29.1	93.2	4.9	-11.0
O=c1[nH]c2ccsc2c(=O)n1-c1ccc(F)cc1	0.9	-4.3	7.6	1.5	-2.0	106.7	/	102.0	-33.7	-8.1
O=C(c1cc2ccccc2oc1=O)N1CCN(C(=O)C2CCCO2)CC1 (centres undefined)	-0.9	-10.1	25.3	-0.3	-0.6	111.8	-9.3	98.4	-46.7	-11.3
O=C(Nc1ccc(N2CCOCC2)c(F)c1)c1ccncc1	1.9	-3.6	7.2	3.9	1.7	100.0	-13.6	95.2	-24.0	-8.4
CC1CN(C(=O)COC(=O)[C@@H]2CC(O)CN2S(=O)(=O)c2ccc3c(c2)OCCO3)CC(C)O1 (some centres undefined)	1.0	-5.5	19.4	-7.1	0.4	95.9	/	87.2	-22.8	-2.3
CCOC(=O)c1cccnc1NC(=O)c1ccccc1	-0.1	0.6	7.7	-3.0	-1.6	104.9	/	103.8	-21.2	-1.5

Screening results (PubChem)
